ERp5 inh – inhibitors of ERp5-driven insulin aggregation, primary screen, biochemical, turbidity, absorbance 650 nm, single point. Protein disulfide-isomerase A6 (Homo sapiens), Q15084. AID 651711, 2012. 0.05% of 350,000 active. inhibition, % at 9.99 µM. 90 min;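 active means mean replicate inhibition above about 25%, with every replicate also reaching it, limit read from the data, passing the limit was not always enough; inconclusive means only one of those two criteria met; inactive means neither criterion met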
Target sequence (Q15084 whole entry, looked up): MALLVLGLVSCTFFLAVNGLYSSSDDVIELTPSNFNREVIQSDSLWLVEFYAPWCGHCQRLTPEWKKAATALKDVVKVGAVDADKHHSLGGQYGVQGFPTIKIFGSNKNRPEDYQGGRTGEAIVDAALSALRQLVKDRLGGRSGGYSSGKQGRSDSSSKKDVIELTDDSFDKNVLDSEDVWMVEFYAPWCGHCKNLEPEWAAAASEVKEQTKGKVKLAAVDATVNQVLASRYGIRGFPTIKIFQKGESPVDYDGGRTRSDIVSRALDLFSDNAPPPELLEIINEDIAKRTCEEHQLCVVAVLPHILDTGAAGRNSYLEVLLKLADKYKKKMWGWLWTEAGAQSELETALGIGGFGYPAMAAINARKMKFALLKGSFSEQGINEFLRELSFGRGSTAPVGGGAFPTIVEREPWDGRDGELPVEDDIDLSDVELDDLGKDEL
DENV2 CPE – inhibitors of DENV2 cytopathic effect, primary screen, cell-based, plate reader, single concentration; DENV2-infected cells, cytopathic effect rescue; CPE inhibition, % at 9.99 µM; 1.7% of 350,000 active; AID 651640, 2012; in the data active means CPE inhibition above about 20%, passing the limit was not always enough; inconclusive means no clear call, values can overlap the other calls; tested in BHK-21 cells;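 further: 0% = median of neutral control wells and 100% = median of positive control wells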
XiGFP reactiv – activators of inactive X chromosome reactivation, primary screen, imaging, XiGFP fibroblasts, GFP high-content imaging, set 2; 0.055% of 360,000 active; activation, % at 7.58 µM; XiGFP mouse fibroblasts, % GFP-positive cells imaging, 3 d; cells co-treated with 5-aza-dC sensitizer; scaled so ellipticine positive control = 100%;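 active means mean normalized replicate activation at least 10% and every replicate at or above 10%; inconclusive means only one of the two criteria met; inactive means mean below 10% and not all replicates reach 10%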;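 further: 0% = median of on-plate neutral control wells and 100% = ellipticine 6 µM median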
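Assay system – SV40-immortalized XiGFP fibroblast cells, line 68-5-11 · Buffer or medium – DMEM supplemented with 5-aza-dC as sensitizing agent · Dosing – one concentration, pinned · Benchmarks – positive control ellipticine, 6 µM final · Times – 3 days compound exposure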
INS-1E GSIS act – GLuc luminescence reporter in INS-1E cells, primary screen for activators of glucose-dependent secretion of insulin | INS-1E GLuc reporter insulin secretion, 2-3 h | activation, % at 16.6 µM | 0.61% of 370,000 active | AID 743287, 2014;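 active means lowest replicate activation of at least 40%, so every replicate reaches that level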;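 further: 0% = median of neutral control wells and 100% = median of IBMX positive control wells; some compounds called inactive have numbers as strong as hits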
EWS-Fli block – EWS/Fli-driven NR0B1 reporter inhibitors, primary screen, A673 cells, NR0B1 luciferase, luminescence, MLPCN library | viability-normalised | 0.67% of 350,000 active | AID 651661, 2012 | inhibition, % at 12.6 µM;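 active means mean inhibition of at least 50% after viability correction, with every replicate also passing that limit; inconclusive means mean reaches 50% but only one of two replicates passes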;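 further: firefly luciferase signal divided by Alamar Blue viability fluorescence both relative to DMSO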
F508del corr – F508del CFTR correction, initial screen, CFBE line, single point. CFBE cells, YFP halide quenching; stimulated with forskolin plus potentiator P3; % fluorescence drop versus neutral controls. activity (quench increase), % at 7.58 µM. 0.36% of 350,000 active. AID 720511, 2013;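 active means mean added fluorescence quench of at least 8% versus neutral control, with both replicates also reaching 8%; inconclusive means only one of the mean or replicate conditions met; inactive means mean below 8% and not both replicates reaching 8%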;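 further: cells transiently co-express mutant CFTR-F508del with the halide-sensitive YFP; corrector assay measuring rescue of mutant channel to the surface after 24 h compound exposure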
ARNT TACC3 PPI – disruptors of ARNT/TACC3 protein interaction, primary screen, biochemical, AlphaScreen, single concentration; Transforming acidic coiled-coil-containing protein 3 (Homo sapiens), Q9Y6A5; AlphaScreen His-ARNT PAS-B/GST-TACC3 binding, luminescence; TACC3 fragment carries E629A point mutation; inhibition, % at 9.99 µM; 0.66% of 390,000 active;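 active means mean inhibition of replicates at least 50% and at least half of replicates each reaching 50%; inconclusive means half or more replicates reach 50% but mean below 50%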;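 further: 0% = complete ARNT plus TACC3 wells and 100% = ARNT alone without TACC3; many hits fall short of the cut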
PAX8 reporter – inhibitors of PAX8-driven TPO luciferase reporter, primary screen, RMG-I cells, single concentration; SteadyGlo, 24 h; inhibition, % at 12.6 µM; 1.2% of 360,000 active;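 active means mean replicate inhibition at least 60% with every replicate also reaching 60%; inconclusive means only one of the two criteria is met; inactive means mean below 60% and not all replicates reaching 60%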;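 further: luciferase light reporting Pax8 driven TPO promoter activity; plate controls were median of neutral control wells for no effect and mitoxantrone controls for full effect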
Numbers without * were called inactive; ? = inconclusive; nt = no result given.

Under each structure – ERp5 inh | DENV2 CPE | XiGFP reactiv | INS-1E GSIS act | EWS-Fli block | F508del corr | ARNT TACC3 PPI | PAX8 reporter
> COC(=O)C(Cc1ccccc1)NS(=O)(=O)c1ccc(F)cc1Br (stereo not drawn)
→ 9 | 6 | 0.0 | -18 | -11 | -0.1 | -3 | -7
> CCOC(=O)c1csc(N/N=C2\CCc3ccccc32)n1
→ 1 | -1 | 0.0 | -14 | -108 | 3.1 | 10 | -37
> O=C1CN(S(=O)(=O)c2ccccc2)C[C@@H]2[C@H](c3ccc(C#Cc4ccccc4)cc3)[C@H](CO)N12
→ 2 | 3 | 0.2 | 0 | nt | 4.5 | nt | nt
> CN(CC(=O)NCc1ccc(Cl)cc1)S(=O)(=O)c1cccc2cccnc12
→ 8 | ? | 0.2 | 3 | -5 | 0.8 | 5 | 11
> CCCC#Cc1ccc([C@H]2[C@@H](CO)N3C(=O)CN(C(=O)CN4CCOCC4)C[C@@H]23)cc1
→ 1 | -4 | 0.7 | 13 | -10 | -0.2 | nt | nt
> CC[C@H](C)[C@@H](CO)NC(=O)[C@H]1O[C@@H](n2ccc(=O)[nH]c2=O)[C@H](O)[C@@H]1O
→ -1 | 18 | 0.1 | 4 | -2 | -0.9 | nt | -1
> CCCc1cc(=O)n2[nH]c(-c3ccc(Cl)cc3)cc2n1
→ 2 | -3 | 0.1 | -3 | -110 | 1.9 | -10 | -79
> O=S(=O)(NCCC1=CCCCC1)c1cccc(Br)c1
→ -3 | 10 | 0.4 | -43 | 1 | 0.0 | -22 | -15
> CN(C)Cc1c(C(=O)N/N=C/c2ccc(OCc3c(F)cccc3Cl)cc2)nnn1-c1nonc1N
→ 1 | -2 | 0.0 | 20 | nt | -1.7 | 3 | -45
> COc1ccc(-c2ccc3c(c2)O[C@H](CN(C)Cc2cccnc2)[C@@H](C)CN([C@@H](C)CO)S3(=O)=O)cc1
→ -6 | -14 | -0.3 | -17 | 22 | -3.0 | -6 | nt
> Cc1cc2ccccn2c1C(=O)c1cccc(S(=O)(=O)N2CCOCC2)c1
→ 3 | 10 | 0.0 | 2 | -2 | 2.1 | 8 | 7
> Cc1csc(NC(=O)c2ccc(-c3ccc(Cl)cc3Cl)o2)n1
→ 4 | 10 | 0.1 | 27 | -14 | nt | 1 | -33
> Cc1ccc2nc(-c3ccccc3C)oc(=O)c2c1
→ 2 | -4 | 0.0 | -8 | 1 | -1.1 | -8 | -2
> CO[C@@H]1CN(C)C(=O)c2cc(NC(C)=O)ccc2OC[C@H](C)N(CCc2ccccc2)C[C@@H]1C
→ 4 | 1 | -0.2 | 0 | 2 | 4.4 | -2 | nt
> COC(=O)[C@]12CCCCC=C1N(Cc1ccc(Cl)cc1Cl)C(=O)[C@H](CC(=O)NCc1cccc(C(F)(F)F)c1)C2
→ -2 | -7 | 0.0 | 14 | 10 | -0.1 | nt | 2
> CN(c1ccccc1)S(=O)(=O)c1ccc(C(=O)NCc2ccccc2CN2CCCC2)cc1
→ 3 | -2 | 0.0 | -32 | 6 | 0.9 | 8 | 17
> COc1cccc(OC)c1NC(=O)C1CCCN1C(=O)Nc1ccccc1F (stereo not drawn)
→ 0 | 5 | 0.1 | 25 | nt | 0.0 | -3 | -11
> COc1ccc(-c2nc3cnccn3c2Nc2ccc(C)cc2)cc1
→ -9 | 4 | 0.0 | -33 | 0 | -3.1 | -14 | 18
> COc1ccc(-c2ccccc2[C@@H]2[C@@H](CO)N(C(=O)C3CCC3)[C@H]2C#N)cc1
→ -2 | -6 | 0.0 | -3 | 1 | 1.0 | nt | 6
> COc1ccc(C(=O)N2CCN(Cc3cn[nH]c3-c3ccc(OC)cc3F)CC2)cc1
→ 1 | -2 | 0.4 | 1 | -2 | 3.4 | 12 | 6
> Cc1c([N+](=O)[O-])c(C(=O)N2CCCC2)nn1C
→ 7 | -7 | nt | 3 | 3 | 1.9 | -2 | nt
> Cc1cc(CSCc2ccc(Cl)cc2)no1
→ 4 | -4 | 0.1 | 5 | -5 | -1.4 | -4 | -10
> CN(c1ccccc1)S(=O)(=O)CS(=O)(=O)N(C)c1ccccc1
→ -4 | -2 | 0.2 | 5 | 0 | -5.2 | 1 | 2
> O=C(CCCc1ccccc1)Nc1ccnn1C1CCN(Cc2ccccc2)CC1
→ 1 | -1 | 0.0 | 4 | nt | -0.8 | 0 | 7
> CN(c1ccccc1)S(=O)(=O)c1ccc(C(=O)NNC(=O)c2ccccc2F)cc1
→ 9 | -9 | 0.1 | 2 | -3 | -1.6 | -3 | -3
> COc1ccc(N2CCN(C(=S)Nc3ccc(S(N)(=O)=O)cc3)CC2)cc1
→ 5 | nt | 0.3 | -2 | -7 | 2.4 | -5 | 10
> CCCN(CC(=O)Nc1ccccc1OC)C(=O)Cc1ccccc1F
→ 2 | 6 | 0.1 | 1 | -4 | 0.2 | -9 | 1
> COc1ccccc1Nc1nc(N)nc(CN2CCC(C)CC2)n1
→ 9 | -1 | 0.2 | -6 | -11 | -1.1 | -4 | -2
> C[C@@H]1CN([C@H](C)CO)C(=O)c2cc(NC(=O)CCCN(C)C)ccc2O[C@@H]1CN(C)S(=O)(=O)c1cn(C)cn1
→ 4 | 3 | -0.1 | 20 | -2 | -1.9 | 1 | nt
> O=C(NCc1cccc(Cl)c1)C1Cc2c(-c3ccc(Cl)cc3)ccnc2O1 (stereo not drawn)
→ 15 | -5 | 0.1 | -38 | 4 | -0.8 | nt | 19

Under each structure – ERp5 inh | DENV2 CPE | XiGFP reactiv | INS-1E GSIS act | EWS-Fli block | F508del corr | ARNT TACC3 PPI | PAX8 reporter
> Cc1ccccc1-c1cc(C(=O)NCC2CC2)nn1CC1CC(c2cccc([N+](=O)[O-])c2)=NO1 (stereo not drawn)
→ 2 | -1 | 0.0 | -18 | 21 | -4.2 | 4 | 0
> CN(Cc1ccccc1)C(=O)C1CCCN1S(=O)(=O)c1ccc(Cl)cc1 (stereo not drawn)
→ -1 | 9 | 0.1 | nt | -1 | 1.3 | -1 | 5
> CCOc1cccc2sc(N3CCN(C(=O)c4ccc5ncsc5c4)CC3)nc12
→ -3 | -9 | -0.7 | 17 | -4 | 6.4 | -1 | 21
> COc1ccc(-c2oc3c(c2-c2cnc(OC)nc2)C(O)CC3)cc1 (stereo not drawn)
→ -4 | -18 | -0.1 | 3 | -15 | -4.0 | nt | 2
> CC(=O)c1ccc(C(=O)Nc2ccc3c(c2)C(=O)NC3=O)cc1
→ 6 | -6 | -0.1 | 5 | -9 | 3.3 | -11 | -37
> O=C(c1ccccc1NS(=O)(=O)c1ccc([N+](=O)[O-])cc1[N+](=O)[O-])N1O[C@@H]2C=C[C@H]1C2
→ -1 | ? | 0.1 | 49* | -11 | 0.5 | 8 | 10
> CC(=O)c1sc(C(C)(C)C)cc1NC(=O)/C=C/C(=O)O
→ 4 | -3 | 0.0 | 6 | 13 | -0.8 | -5 | 17
> O=[N+]([O-])c1ccccc1Nc1ccc(O)cc1
→ -6 | 0 | 0.0 | -15 | 2 | -5.5 | 13 | -11
> O=C(Nc1ccc2c(c1)[C@@H]1C[C@H](CC(=O)N3CCOCC3)O[C@H](CO)[C@@H]1O2)c1ccc2c(c1)OCO2
→ nt | 2 | 0.2 | 0 | -22 | -0.5 | 4 | -27
> CNC[C@H]1OCCCC[C@@H](C)Oc2ccc(NS(=O)(=O)c3ccc(Cl)cc3)cc2C(=O)N([C@H](C)CO)C[C@H]1C
→ -4 | ? | -0.5 | 18 | 0 | 0.6 | 1 | 0
> CCOc1ccc(C(=O)NCC(=O)Nc2ccc3c(c2)OCO3)cc1OCC
→ 6 | -2 | 0.0 | 7 | -16 | -1.6 | nt | -17
> O=C(Cn1cc2c(n1)CCCC2)N1CCCC1
→ -2 | 0 | -0.1 | 8 | -8 | -1.6 | -15 | -1
> CC(C)CC1NC(=O)c2cc(Cl)ccc2-n2c1nc1cc(F)ccc1c2=O (stereo not drawn)
→ 3 | nt | 0.0 | -9 | 11 | -0.1 | nt | 3
> C[C@@H]1CN([C@@H](C)CO)C(=O)c2cc(NC(=O)c3ccncc3)ccc2O[C@@H](C)CCCCO[C@H]1CN(C)C(=O)C1CCCCC1
→ 4 | -6 | 0.4 | -5 | -1 | 1.4 | 0 | -4
> O=C(COc1ccccc1)NCC(=O)N/N=C/c1ccco1
→ nt | nt | 0.0 | 18 | nt | nt | -3 | -6
> CC(=O)c1ccc(NC(=O)c2c(C)nn(-c3ccccc3)c2Cl)cc1
→ 0 | -4 | 0.1 | -7 | -55 | -3.1 | nt | -7
> COc1ccccc1NC(=O)CC1CCCC1
→ 2 | 4 | 0.0 | 20 | -4 | -3.4 | -8 | 5
> CCN(CC)c1ccc(NC(=O)c2ccccn2)cc1S(=O)(=O)Nc1ccccc1OC
→ 19 | 1 | -0.1 | -4 | 7 | -3.9 | 0 | -12
> O=C(/C=C/[C@H]1O[C@@H](n2ccc(=O)[nH]c2=O)[C@H](O)[C@@H]1O)NCc1cccs1
→ 5 | 23* | 0.2 | nt | -14 | 1.2 | nt | 3
> COc1ccc(NC(=O)c2cc3ccccc3o2)cn1
→ 2 | -3 | 0.3 | -5 | -126 | -0.7 | 3 | -64
> COc1ccc(CCNC(=O)COC(=O)C2=NNC(=O)CC2)cc1
→ 5 | 19 | 0.1 | -3 | -2 | -0.6 | nt | 5
> O=C(Nc1ccccc1)[C@@H]1[C@@H](CO)[C@@H]2Cn3c(cccc3=O)[C@@H]2N1CC1CC1
→ -6 | -1 | 0.3 | 7 | 7 | 0.6 | -9 | nt
> COc1cccc(CN2CCNC(=O)C2CC(=O)N(C)CCC2CCOCC2)c1 (stereo not drawn)
→ 1 | 18 | 0.0 | -6 | nt | 1.6 | 0 | -1
> CCCCCCc1cc2cc(C(=O)Nc3ccccc3OC)c(=O)oc2cc1O
→ -1 | -2 | 0.0 | -1 | nt | nt | -3 | 0
> O=C1NN=C(c2ccccc2)C1Cc1ccccc1 (stereo not drawn)
→ -2 | -4 | 0.0 | -5 | 4 | -2.0 | 8 | 19
> O=C(Nc1cccc([N+](=O)[O-])c1)c1ccc2nsnc2c1
→ 1 | -8 | 0.0 | -1 | -18 | -2.0 | -3 | -9
> CCOc1ccc(/C=N/NC(=O)CN2CCCCCCC2)cc1
→ -3 | -6 | 0.0 | 18 | 3 | -1.7 | 1 | -8
> O=C(NC(=S)Nc1ccccc1O)c1ccc(Cl)cc1Cl
→ 7 | 2 | 0.0 | 10 | -27 | -0.9 | nt | -22
> COCC(=O)N1C[C@@H](C)[C@@H](OC)CN(C)C(=O)c2cc(NC(=O)c3ccc(OC)cc3)ccc2OC[C@H]1C
→ 1 | 34* | -0.2 | -2 | -8 | -1.6 | -19 | -6
> CCCC(=O)Nc1ccc2c(c1)C(=O)N(C)[C@H]1CC[C@@H](CC(=O)OC)O[C@H]1CO2
→ nt | 3 | 0.2 | -7 | 12 | 1.1 | -10 | 5
> O=C(c1cnccn1)N1CC[C@@H]2[C@H]1c1cc(-c3ccccc3)ccc1N[C@@H]2CO
→ -2 | 3 | 0.0 | -4 | -5 | 6.5 | -2 | -36

High-throughput results (PubChem BioAssay)
